Fam108B counter: mouse Fam108B serine hydrolase inhibitors, primary screen, counter-screen for RBBP9 inhibitor project, biochemical, fluorescence polarization. recombinant Fam108B, FP-Rh probe fluorescence polarization. inhibition, % at 9.51 µM. hit rate 0.33% among 300,000;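 active means inhibition above the screen mean inhibition plus 3 SD, computed separately per campaign, cut at about 18% in these data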;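 further: inhibitors lower polarization as less probe binds the enzyme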
PAFAH1B2 inh: PAFAH1B2 enzyme inhibitors, primary screen, biochemical, fluorescence polarization, human. Platelet-activating factor acetylhydrolase IB subunit alpha2 (Homo sapiens), P68402. recombinant PAFAH1B2, FP-rhodamine activity probe. inhibition, % at 3.39 µM. hit rate 1.2% among 340,000. AID 492953, 2010;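 active means inhibition above the mean of all tested compounds plus 3 SD, cut at about 24% in these data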;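 further: 0% = enzyme with DMSO and 100% = wells lacking PAFAH1B2; many of its hits are not listed in these tables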
PAD4 inh: human PAD4 inhibitors, primary screen, biochemical, fluorescence polarization, 1536-well format | inhibition, % at 6.36 µM | recombinant PAD4, RCA probe fluorescence polarization | hit rate 0.41% among 330,000 | AID 485272, 2010;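 active means percent inhibition above a cutoff equal to the mean of all tested compounds plus 3 SD, cut at about 15% in these data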;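 further: 0% = PAD4 with RCA probe and DMSO and 100% = probe without PAD4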
Target sequence (Q9UM07 whole entry, looked up): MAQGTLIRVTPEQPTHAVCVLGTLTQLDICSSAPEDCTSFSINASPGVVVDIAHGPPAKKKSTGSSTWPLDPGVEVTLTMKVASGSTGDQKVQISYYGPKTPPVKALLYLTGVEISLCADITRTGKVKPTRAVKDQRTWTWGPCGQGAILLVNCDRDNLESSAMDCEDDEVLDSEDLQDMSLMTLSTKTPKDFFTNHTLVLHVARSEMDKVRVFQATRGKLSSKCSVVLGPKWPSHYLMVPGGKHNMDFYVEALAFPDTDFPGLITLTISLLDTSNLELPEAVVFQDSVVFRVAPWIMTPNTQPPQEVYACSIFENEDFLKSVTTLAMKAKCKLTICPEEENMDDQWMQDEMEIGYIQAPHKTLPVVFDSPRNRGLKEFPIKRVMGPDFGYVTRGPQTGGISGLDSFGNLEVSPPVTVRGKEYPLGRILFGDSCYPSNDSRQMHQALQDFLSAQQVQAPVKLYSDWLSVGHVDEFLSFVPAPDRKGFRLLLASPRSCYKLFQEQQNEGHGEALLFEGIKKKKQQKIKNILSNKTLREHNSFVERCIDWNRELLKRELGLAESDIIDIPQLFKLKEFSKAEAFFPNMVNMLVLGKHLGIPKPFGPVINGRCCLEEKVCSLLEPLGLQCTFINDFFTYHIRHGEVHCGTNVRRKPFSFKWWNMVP
PAFAH2 inh: PAFAH2 enzyme inhibitors, primary screen, biochemical, fluorescence polarization, human; Platelet-activating factor acetylhydrolase 2, cytoplasmic (Homo sapiens), Q99487; hit rate 0.99% among 340,000; recombinant PAFAH2, FP-rhodamine activity probe; inhibition, % at 3.39 µM;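 active means inhibition above the mean over all tested compounds plus 3 SD, cut at about 30% in these data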;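 further: inhibitors block probe labeling of enzyme so polarization drops; 0% = enzyme with DMSO and 100% = wells lacking PAFAH2 protein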
PME-1 primary: PME-1 inhibitors via competitive probe labeling, primary screen, biochemical, fluorescence polarization, FP-Rh probe, HTS; hit rate 0.53% among 320,000; AID 2130, 2009; recombinant PME-1; Protein phosphatase methylesterase 1 (Homo sapiens), Q9Y570; inhibition, % at 5.9 µM;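 active means inhibition above the campaign mean of all compounds plus 3 SD, cut at about 26% in these data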;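 further: competitive labeling of PME-1 active site by serine hydrolase directed probe; 0% = PME-1 with DMSO and 100% = wells lacking PME-1 enzyme; inhibitors block probe labeling so polarization falls and inhibition rises; many of its hits are not listed in these tables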
pPAFAH FP inh: pPAFAH enzyme inhibitors, primary screen, biochemical, fluorescence polarization, human; recombinant pPAFAH, FP-rhodamine probe fluorescence polarization; inhibition, % at 3.39 µM; hit rate 1.5% among 330,000;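 active means inhibition above the mean inhibition across the screen plus 3 SD, cut at about 25% in these data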;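 further: inhibitors block binding of the rhodamine activity-based probe so polarization drops; 0% = enzyme with DMSO and 100% = wells lacking pPAFAH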
LYPLA1 counter: LYPLA1 inhibitors, primary screen, counter-screen for PME1 inhibitor project, biochemical, fluorescence polarization, FP-Rh probe ABPP; hit rate 0.16% among 320,000; AID 2174, 2009; recombinant LYPLA1; Acyl-protein thioesterase 1 (Homo sapiens), O75608; inhibition, % at 5.9 µM;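 active means inhibition above the mean of all tested compounds plus 3 SD, set per campaign, cut at about 14% in these data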;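 further: inhibitors block serine hydrolase probe labeling of LYPLA1 so polarization falls; 0% = enzyme with DMSO and 100% = wells lacking LYPLA1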
GSTO1 counter: inhibitors of recombinant GSTO1, primary screen, counter-screen for RBBP9 inhibitor project, biochemical, fluorescence polarization; Glutathione S-transferase omega-1 (Homo sapiens), P78417; hit rate 1.1% among 300,000; inhibition, % at 5.96 µM; activity-based probe fluorescence polarization;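 active means inhibition above the campaign mean inhibition plus 3 SD, cut at about 35% in these data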;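 further: 0% = GSTO1-1 with DMSO and 100% = wells lacking GSTO1-1 enzyme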
Target sequence (P78417 whole entry, looked up): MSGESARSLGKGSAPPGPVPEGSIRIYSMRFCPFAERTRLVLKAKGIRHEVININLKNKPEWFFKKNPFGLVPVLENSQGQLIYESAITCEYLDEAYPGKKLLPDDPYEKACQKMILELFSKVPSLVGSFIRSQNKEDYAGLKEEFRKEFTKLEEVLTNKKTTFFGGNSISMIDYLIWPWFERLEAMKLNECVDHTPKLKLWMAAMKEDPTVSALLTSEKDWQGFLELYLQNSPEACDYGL
PAFAH1B3 inh: PAFAH1B3 enzyme inhibitors, primary screen, biochemical, fluorescence polarization, human; hit rate 0.28% among 340,000; Platelet-activating factor acetylhydrolase IB subunit alpha1 (Homo sapiens), Q15102; inhibition, % at 3.39 µM; recombinant PAFAH1B3, FP-rhodamine probe; AID 492972, 2010;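 active means inhibition above the screen-wide average of all tested compounds plus 3 SD, cut at about 25% in these data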;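 further: 0% = enzyme with DMSO only and 100% = wells lacking PAFAH1B3 protein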
Starred values were filed as active, the others as inactive; . = not tested or not shown. A portion of the library; count on the stated rates, not on these rows.

Below each SMILES – Fam108B counter | PAFAH1B2 inh | PAD4 inh | PAFAH2 inh | PME-1 primary | pPAFAH FP inh | LYPLA1 counter | GSTO1 counter | PAFAH1B3 inh
CCNc1nc(NCC)n2c(SCC(=O)O)nnc2n1
  2 | 5 | 3 | -4 | 1 | -2 | 2 | 6 | 3
O=c1cc(CN2CC(O)Cc3ccc4ccccc4c32)nc2sccn12 (centres undefined)
  0 | 5 | -8 | 4 | 1 | 4 | 2 | 8 | 6
Cc1ccc(S(=O)(=O)N(C)C)cc1NC(=O)COC(=O)CCC1CCCCC1
  -1 | 1 | -1 | 21 | -1 | 33* | 0 | 3 | 8
COc1ccc(C(=O)N/C(=C\c2ccc3c(c2)OCO3)C(=O)Nc2ccc(C(=O)O)cc2)cc1
  0 | 0 | 2 | -3 | -9 | 2 | -1 | 1 | 0
Cc1c(C(=O)N2CCC(C)CC2)cccc1[N+](=O)[O-]
  1 | 4 | -4 | -7 | -1 | 4 | 0 | -1 | 1
CCOC(=O)C1CCCN(C(=O)COc2ccccc2F)C1 (centres undefined)
  3 | -4 | 4 | 9 | 1 | 2 | -1 | 0 | 7
CC(C)c1ccc(/C=C/C(=O)N2CCc3ccccc3C2)cc1
  0 | 5 | -4 | 12 | -10 | 10 | 0 | 4 | 7
O=C(OCn1nnc2ccccc2c1=O)c1ccc(N2CCOCC2)c([N+](=O)[O-])c1
  7 | -2 | 1 | 18 | -3 | 3 | 1 | 3 | 0
S=C1NC2(CCCCC2)N=C1c1ccccc1
  -4 | -1 | -4 | -1 | 6 | 0 | -1 | 5 | 0
CCC/C(=C1/c2ccccc2C(=O)N1c1ccccc1)c1ccc2[nH]ccc2c1
  . | -8 | -1 | -5 | . | 2 | . | . | 7
O=C(Cn1cnc([N+](=O)[O-])n1)N/N=C/c1cccc2ccccc12
  -3 | 3 | -2 | -2 | -1 | 3 | 0 | -6 | 3
CCOC(=O)c1nn(-c2ccccc2)cc1O
  -4 | 7 | -2 | -2 | -4 | 3 | 3 | 0 | 9
Cc1csc(=O)n1CC(=O)OCC(=O)Nc1cc([N+](=O)[O-])ccc1Cl
  -4 | 7 | -4 | 6 | 2 | 9 | -2 | -9 | 8
Cc1ccc(S(=O)(=O)N2CCOCC2)cc1NC(=O)COC(=O)C1=COCCO1
  1 | 3 | -2 | 23 | 0 | 3 | -2 | -2 | 1
COc1ccc(OCCOc2ccccc2[N+](=O)[O-])cc1
  1 | 4 | -2 | 0 | -2 | 4 | 0 | 2 | -1
CC(NC(=O)C1CCCN(S(=O)(=O)c2cnc[nH]2)C1)c1ccccc1 (centres undefined)
  3 | 9 | 5 | 0 | -2 | 3 | 2 | 1 | -1
COc1ccc(-c2nc3ncccn3c2Br)cc1
  0 | -4 | -4 | 0 | 1 | 6 | -1 | 1 | 5
OCCC1CN(Cc2ccc3c(c2)CCO3)CCN1C1CCCC1 (centres undefined)
  2 | 1 | -4 | 3 | -6 | 1 | -2 | -3 | 5
O=C(C1CC1)N1CCC(c2nc(-c3ccc(S(=O)(=O)N4CCCC4)cc3)no2)CC1
  1 | 8 | 3 | -2 | 0 | 1 | -1 | 5 | 7
COCCOCC(O)CN1CCN(c2ccccc2)CC1 (centres undefined)
  -2 | -3 | 1 | -1 | 3 | 0 | 0 | 0 | 4
Cc1ccc(N(C(=O)CS(=O)CC(=O)Nc2ccc(F)cc2)C(C(=O)NC2CCCCC2)c2ccco2)cc1 (centres undefined)
  -3 | 6 | 4 | 3 | -3 | -6 | 0 | -5 | -5
CC(C)(C)NC(=O)NC(=O)CN1CCN(c2ccc(O)cc2)CC1
  -1 | 0 | 1 | -1 | 0 | 11 | 4 | 8 | -5
COc1cccc(CNC(=O)C2CCN(S(=O)(=O)N3CCCCC3)CC2)c1
  1 | -2 | -2 | 2 | 4 | 4 | 0 | 2 | 8
Cc1ccc2oc(C(=O)N3CCN(Cc4ncccc4C)CC3)c(C)c2c1
  1 | 3 | -3 | 0 | 5 | 2 | 0 | 3 | 4
CC(=O)c1sc(NC(=O)c2cnc(Cl)c(Cl)c2)nc1C
  -12 | 0 | -13 | 5 | -3 | 8 | -8 | -30 | 1
Cc1cc2c(c(=O)n1Cc1cccnc1)C(c1ccc(F)cc1)C(C#N)=C(N)O2 (centres undefined)
  -1 | -1 | -2 | -8 | -2 | 2 | -4 | 8 | 0
Cc1ccc2[nH]c(=O)c(CN(CC3CCCO3)C(=S)NCc3ccco3)cc2c1 (centres undefined)
  -4 | 4 | -4 | -1 | -2 | 7 | -2 | 4 | 1
CCOC(=O)c1ccc(Oc2nc(NC)nc(OC)n2)cc1
  -3 | 2 | 2 | 6 | 0 | 2 | -2 | 0 | 2
Cc1ccc(C(=O)OCC(=O)c2cc(C)n(CC3CCCO3)c2C)cc1 (centres undefined)
  -1 | 2 | 8 | 20 | 2 | 11 | 0 | -2 | 6
COc1ccc(C)cc1NS(=O)(=O)c1ccc2c(c1)n(C)c(=O)n2C
  5 | -3 | -1 | 1 | -1 | 1 | 1 | 8 | 0

4 entries from above, ordered by the number in PAD4 inh, lowest first.
molecule | PAFAH1B2 inh | PAD4 inh | PAFAH2 inh | PME-1 primary | pPAFAH FP inh | PAFAH1B3 inh
COc1cccc(CNC(=O)C2CCN(S(=O)(=O)N3CCCCC3)CC2)c1 | -2 | -2 | 2 | 4 | 4 | 8
CCC/C(=C1/c2ccccc2C(=O)N1c1ccccc1)c1ccc2[nH]ccc2c1 | -8 | -1 | -5 | . | 2 | 7
COCCOCC(O)CN1CCN(c2ccccc2)CC1 (centres undefined) | -3 | 1 | -1 | 3 | 0 | 4
CCOC(=O)c1ccc(Oc2nc(NC)nc(OC)n2)cc1 | 2 | 2 | 6 | 0 | 2 | 2

Next section:
Below each SMILES – Fam108B counter | PAFAH1B2 inh | PAD4 inh | PAFAH2 inh | PME-1 primary | pPAFAH FP inh | LYPLA1 counter | GSTO1 counter | PAFAH1B3 inh
OC(COc1cccc2ccccc12)CN1CCN(c2cccc(Cl)c2)CC1 (centres undefined)
  4 | 0 | 4 | 3 | -1 | 4 | 13 | -4 | 3
O=C(Nc1ccccc1)/C(=C/c1cccnc1)NC(=O)c1ccco1
  1 | 0 | -3 | 4 | 2 | 6 | -4 | 1 | 5
COc1cc(CC2COC(=O)C2(O)Cc2ccc(O)c(OC)c2)ccc1O (centres undefined)
  0 | -3 | 2 | 0 | 0 | 1 | 1 | 10 | 10
O=Cc1ccc(-n2cncn2)cc1
  -4 | 10 | -9 | 0 | -6 | -8 | -1 | -6 | 6
Cc1ccnn1CCC(=O)N1CCCC(CCC(=O)NCc2ccccc2F)C1 (centres undefined)
  1 | -1 | -5 | 6 | 3 | 6 | 0 | -2 | -1
Fc1cccc(CNCC2CCCO2)c1 (centres undefined)
  -3 | 5 | -2 | 6 | 0 | 0 | 0 | -16 | 0
O=C(CC1C(=O)NCCN1Cc1ccccc1C(F)(F)F)NCCc1ccccn1 (centres undefined)
  5 | 5 | -6 | -3 | -4 | 7 | -1 | 7 | 0
O=C(Cc1ccccc1[N+](=O)[O-])N1CCN(c2ccccc2F)CC1
  2 | -1 | 1 | -10 | 1 | -2 | 2 | 4 | 6
COCCn1c(SCC(=O)NNC(=O)Cc2ccccc2)nc2ccccc2c1=O
  -1 | 5 | -1 | 11 | -1 | 8 | 1 | 1 | 2
N#C/C(=C\c1ccco1)C(=O)NCC1CCCO1 (centres undefined)
  2 | 0 | 1 | 8 | 3 | 5 | -3 | 9 | 9
O=C(NC1CCC(O)CC1)c1ccc(NS(=O)(=O)c2cccc([N+](=O)[O-])c2)cc1 (centres undefined)
  . | 3 | -1 | 5 | -2 | -2 | 2 | . | 3
CN1C(=O)/C(=C/c2ccc(O)c([N+](=O)[O-])c2)NC1=S
  8 | 6 | -6 | 3 | 0 | 10 | 1 | -1 | 8
COc1ccc(CCC(C)Nc2cccc(C)c2)cc1 (centres undefined)
  1 | 2 | -4 | 10 | 3 | 2 | 4 | 1 | 12
CC1CC(C)CN(C(=O)Cn2c(SCC(=O)N3CCc4ccccc4C3)nc3ccccc32)C1 (centres undefined)
  6 | 1 | -2 | -1 | -3 | -3 | 0 | 2 | 3
O=C1C[C@H]2[C@H](CO)[C@@H](OC(=O)c3ccc(-c4ccccc4)cc3)C[C@H]2O1
  1 | . | 8 | . | 5 | 6 | 1 | -1 | .
N=C(N)CCCOc1ccccc1-c1ccccc1
  1 | 5 | 4 | -5 | -4 | 3 | 0 | -3 | -2
O=[N+]([O-])c1ccc(Sc2n[nH]c(-c3ccc(Cl)cc3Cl)n2)nc1
  0 | 4 | 3 | 13 | 6 | -2 | 0 | 17 | 2
CCn1c(=NC(=O)c2ccc(S(=O)(=O)N(C)C)cc2)sc2cccc(OC)c21
  6 | -8 | 0 | -1 | 2 | -2 | 2 | 3 | 4
COc1ccc(CN(C)C(=O)c2ccc(OCC(=O)Nc3cccc(C(F)(F)F)c3)c(OC)c2)c(OC)c1
  -4 | 0 | 2 | 5 | -4 | -13 | -3 | -2 | -7
Cc1ccccc1-c1nc(CS(=O)(=O)CC(=O)NCCCN2CCOCC2)c(C)o1
  1 | -1 | -5 | 0 | -4 | 4 | -1 | 3 | 13
Cc1ccc(S(=O)(=O)ON2C(=O)c3cccc4cccc(c34)C2=O)cc1
  -2 | 3 | 6 | 30* | -6 | 3 | -3 | 6 | 17
Fc1ccc(-c2csc(=S)[nH]2)cc1
  0 | -1 | 2 | -3 | -6 | 7 | 7 | 1 | 4
CCCNC(=O)c1ccc(N2CCC3(CC2)CC(c2cccc(Br)c2)=NO3)c(NC(=O)c2cccc(C)c2)c1
  -9 | -2 | -5 | -5 | -18 | -4 | -8 | -22 | -14
Cc1ccccc1OC1CCN(C(=O)c2cc(COc3ccccc3)on2)CC1
  -2 | 1 | -2 | 6 | -3 | 5 | 0 | -1 | 2
CC(C)Cc1nccs1
  4 | 5 | -9 | -10 | -5 | 3 | 3 | 2 | 7
CCc1cc(C(=O)N2CCN(S(=O)(=O)c3ccc(Cl)cc3)CC2)sc1C
  . | 13 | -4 | 21 | 4 | 2 | 4 | . | 5
NS(=O)(=O)c1ccc(NNC(=O)c2ccccc2)cc1
  1 | . | -2 | . | -1 | -4 | 2 | -7 | .
CC(C)[C@H](NC(=O)[C@@H]1Cc2ccccc2CN1C(=O)OC(C)(C)C)C(=O)NCc1ccco1
  8 | -1 | 0 | 5 | -3 | 8 | -1 | 1 | 7
CCCC(=O)Nc1ccc(-c2ccc(NC(=O)CCC)cc2)cc1
  -1 | 4 | 5 | 2 | -4 | 4 | -5 | 3 | 3
Cc1cccc2cc(CN(Cc3ccco3)S(=O)(=O)c3ccc4c(c3)OCCO4)c(=O)[nH]c12
  -5 | 5 | 1 | 8 | -1 | 1 | -8 | -16 | 4

Some entries already given, showing only PAFAH2 inh.
Structure	PAFAH2 inh
COCCn1c(SCC(=O)NNC(=O)Cc2ccccc2)nc2ccccc2c1=O	11
N#C/C(=C\c1ccco1)C(=O)NCC1CCCO1 (centres undefined)	8

Compound activity from PubChem BioAssay.
